# High-throughput results as filed in PubChem.
# Vif-APOBEC3G blk: blocks the Vif interaction with human APOBEC3G | HeLa A3G-eYFP + Vif (tagged APOBEC3G with the HIV-1 protein that degrades it), YFP fluorescence, overnight | Potency, µM (top dose mostly 46.1 µM), for inactives: top-dose activity, negative = active, usual class: inhibitors | 410,000 compounds, 0.076% hits | AID 602310;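 further: potency means the concentration at half of the fitted maximal effect; on the % scale 0 is the no-effect control and ±100 the full control effect; nearly all actives have a fitted effect of over 60% in size; hits raise eYFP signal because A3G escapes Vif-driven loss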
# Target sequence (Q9HC16 whole entry, looked up): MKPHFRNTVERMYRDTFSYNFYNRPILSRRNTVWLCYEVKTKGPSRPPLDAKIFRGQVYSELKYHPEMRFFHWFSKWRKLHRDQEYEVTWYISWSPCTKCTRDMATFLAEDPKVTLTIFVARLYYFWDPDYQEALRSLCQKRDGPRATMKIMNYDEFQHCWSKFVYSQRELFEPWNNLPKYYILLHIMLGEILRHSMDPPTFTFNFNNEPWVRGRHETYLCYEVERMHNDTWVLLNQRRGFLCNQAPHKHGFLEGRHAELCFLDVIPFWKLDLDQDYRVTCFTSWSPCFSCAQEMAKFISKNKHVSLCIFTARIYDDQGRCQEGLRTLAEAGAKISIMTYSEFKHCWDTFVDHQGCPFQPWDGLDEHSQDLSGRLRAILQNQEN
#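 Read-out is eYFP fluorescence (Ex 488/Em 500-530) from Vif-expressing HeLa A3G-eYFP cells; more signal means A3G escaped Vif-mediated degradation. Cells plated overnight, compound pinned in, incubated overnight at 37 deg C.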
# LDHA inh: LDHA (human) enzyme inhibition; P00338; purified LDHA, NADH/diaphorase-resazurin fluorescence; hits give low values; activity change, % (values are at about 110 or 230 µM); 480,000 compounds, 0.15% hits; in the data active means activity change below about -30%; inconclusive means mostly about -25% to -30%;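 further: plate controls were DMSO wells for no effect and wells without enzyme for full effect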
#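 Human LDH5 at 2 nM final in Tris HCl pH 7.4 with 0.06 mM NADH and 0.2 mM pyruvate, reacted 5 minutes at room temperature. Remaining NADH coupled via diaphorase/resazurin; resorufin fluorescence read at 0 and 20 minutes, normalized to enzyme-free and DMSO wells.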
# D1 antagonist: antagonists of human D1 dopamine receptor; activity change, negative = inhibition, % at 10 µM; HEK293 TREx D1 cells, calcium flux, dopamine EC80; hits give low values; 360,000 compounds, 3.2% hits; P21728; in the data active means activity change below about -30%; further: on the % scale 0 is the no-effect control and ±100 the full control effect
# Target sequence (P21728 whole entry, looked up): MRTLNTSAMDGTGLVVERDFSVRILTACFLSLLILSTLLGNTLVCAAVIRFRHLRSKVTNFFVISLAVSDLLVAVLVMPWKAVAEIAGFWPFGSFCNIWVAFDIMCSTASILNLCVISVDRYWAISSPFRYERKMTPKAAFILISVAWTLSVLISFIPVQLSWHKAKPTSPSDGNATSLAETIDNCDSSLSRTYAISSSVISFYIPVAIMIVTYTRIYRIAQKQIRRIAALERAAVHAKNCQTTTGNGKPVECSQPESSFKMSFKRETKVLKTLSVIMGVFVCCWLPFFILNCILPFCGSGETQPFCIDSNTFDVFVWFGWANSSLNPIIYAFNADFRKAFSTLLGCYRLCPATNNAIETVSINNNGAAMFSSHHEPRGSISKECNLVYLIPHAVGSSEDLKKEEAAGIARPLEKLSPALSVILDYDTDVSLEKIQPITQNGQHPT
#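 Calcium flux readout: force-coupled, inducible Hek293 Trex D1 line, cells induced overnight at 30 C with tetracycline, dye-loaded 30–90 min at RT. Antagonism scored against EC80 dopamine challenge given 180 s after compound.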
# Glioma ERSR ind: induces the endoplasmic reticulum stress response in human glioma cells | U87-MG GRP78 promoter luciferase reporter, 16 h | Potency, µM, without a hit: at the highest dose activation, most hits filed as activators | 420,000 compounds, 0.02% hits | AID 602332; further: potency means the concentration at half of the fitted maximal effect; series mostly up to about 76 µM; % of control where 0% means no effect; nearly all actives have a fitted effect of over 35% in size
#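 ERSR induction read as luciferase luminescence (Bright-Glo, 10 min at room temperature) in stably transfected human U87-MG glioma cells exposed to compounds for 16 h, using GRP78 as sensor.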
# Vif-A3F inh: inhibitors of Vif-A3F interaction; 390,000 compounds, 0.2% hits; Potency, µM (highest dose often 46.1 µM), for the others: at the top dose activity, negative = active; HeLa A3F-eYFP + Vif (tagged APOBEC3F with the HIV-1 protein that degrades it), YFP fluorescence increase; further: potency means the concentration at half of the fitted maximal effect; % of control where 0% means no effect; nearly all actives have a fitted effect of over 65% in size
#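 Fluorescence increase (Ex 488/Em 500-530) after overnight compound treatment at 37 deg C flags inhibition of Vif-driven A3F-eYFP loss in stable HeLa A3F-eYFP/Vif cells seeded overnight beforehand.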
# D2 PAM: D2 dopamine receptor (human) potentiation. HEK293 T-REx D2, calcium flux, EC20 dopamine potentiation. potentiation, % at 10 µM. 340,000 compounds, 0.34% hits;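 active means potentiation over 3 SD above the plate norm, cut at about 30% in these data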; further: 0% is about no effect
#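 Cells plated with tetracycline inducer and held overnight at 30 C; calcium dye loaded 30–90 min at room temperature; baseline taken, compound added and read 180 s; EC20 dopamine then added and read 180 s.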
# RXFP1 ag: RXFP1 (human) receptor agonism; Q9HBX9; HEK293T-RXFP1 cAMP TR-FRET, 30 min; response scale: percent of porcine relaxin response, buffer zero; Potency, µM (titrated, usually from 57.5 µM), for inactives: at the top dose activation, hits mostly activators; 370,000 compounds, 0.3% hits; further: potency means the concentration at half of the fitted maximal effect; on the % scale 0 is the no-effect control and ±100 the full control effect; nearly all actives have a fitted effect of over 60% in size; many of its hits are not listed in these tables
#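 cAMP rise read by TR-FRET after 30 min, 37C compound exposure (up to 58 uM) in RXFP1-transfected HEK293 cells with Ro 20174 present. EC50 from Hill-equation fits, with 29 nM porcine relaxin as 100% and buffer as basal.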
# D1 potentiator: human D1 dopamine receptor positive modulation. 360,000 compounds, 0.036% hits. P21728. HEK293 TREx D1 cells, calcium flux, dopamine EC20 potentiation. AID 504651. potentiation, % at 10 µM; in the data active means potentiation above about 30%; further: 0% is about no effect
# D1 agonist: human D1 receptor agonism; P21728; HEK293 T-REx D1 cells, calcium flux, agonist mode; activation, % at 2 µM; 360,000 compounds, 1% hits; AID 504660; in the data active means activation above about 30%; further: 0% is about no effect
#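 Inducible HEK293 T-REx D1 cells, force-coupled to calcium signalling, were plated at 4000 cells/well with tetracycline and held overnight at 30 C. After no-wash calcium dye loading, compound-evoked calcium rise over 180 s flagged agonists.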
# * hit, by the source's call; ? = inconclusive; . = no result given; & = joins results of further samples. Unless noted, the call rests on the fitted dose curve; in most records, active means well fitted curve in the direction sought with a large enough effect; inconclusive means small, poorly fitted or top-dose-only effect, or another doubt; inactive means no such curve, though single readings can be large; an effect the other way counts as inactive or inconclusive. An excerpt; count on the stated rates, not on these rows.
SMILES,Vif-APOBEC3G blk,LDHA inh,D1 antagonist,Glioma ERSR ind,Vif-A3F inh,D2 PAM,RXFP1 ag,D1 potentiator,D1 agonist
COc1ccccc1-n1nnnc1SCC(=O)NC1CC1,1%,-1,2,-2%,?,-2,-0.2%,4,1
CCc1nc(SCc2nc3ccccc3[nH]2)c2oc3ccccc3c2n1,3%,-1,-23,-5%,-8%,24,6.0%,-2,9
CC(=O)Nc1ccc(N2CCN(c3ccc(C(F)(F)F)cn3)CC2)nc1,3%,0,-7,-3%,1%,8,4.5%,-3,7
CCN1CCN(c2ncnc3scc(-c4ccc(OC)cc4)c23)CC1,2%,-4,48,0%,0%,-1,0.3%,6,0
CC(C)c1nc2c(c(=O)n(C)c(=O)n2C)n1C,1%,-4,-9,2%,2%,4,?,-6,1
COc1cc(C(=O)NC2CCCCC2)ccc1OC1CCN(C(C)=O)CC1,-3%,-6,-12,-3%,-7%,5,-0.8%,6,-1
Cc1nc2ccccc2n(CC(=O)Nc2cc(Cl)cc(Cl)c2)c1=O,1%,2,-16,-3%,?,2,3.8%,0,12
CC(C)(CNC(=O)c1sc2cc(F)ccc2c1Cl)N1CCOCC1,-1%,-15,-6,1%,1%,-6,-0.9%,-6,5
Cc1cccc(N2CCN(C(=O)C3CCCN(S(=O)(=O)c4c(C)noc4C)C3)CC2)c1C (configuration not stated),9%,-1,.,-4%,6%,.,.,.,.
CC1CCN(C(=O)CSc2nc3cccnc3n2C)CC1,0%,2,-1,2%,-1%,-5,2.5%,-2,2

# Fetched by compound from the list above (two):
SMILES,Vif-APOBEC3G blk,LDHA inh,D1 antagonist,Glioma ERSR ind,Vif-A3F inh,D2 PAM,RXFP1 ag,D1 potentiator,D1 agonist
CC(C)(CNC(=O)c1sc2cc(F)ccc2c1Cl)N1CCOCC1,-1%,-15,-6,1%,1%,-6,-0.9%,-6,5
Cc1cccc(N2CCN(C(=O)C3CCCN(S(=O)(=O)c4c(C)noc4C)C3)CC2)c1C (configuration not stated),9%,-1,.,-4%,6%,.,.,.,.

# (next part)
SMILES,Vif-APOBEC3G blk,LDHA inh,D1 antagonist,Glioma ERSR ind,Vif-A3F inh,D2 PAM,RXFP1 ag,D1 potentiator,D1 agonist
O=C(O)CC(C(=O)O)c1cn(Cc2ccccc2)c2ccccc12 (configuration not stated),-1%,0,2,-1%,-12%,-9,1.7%,-6,0
C#CCOCCOCCOCCNc1nc(N2CCN(C(=O)[C@H](CCC(=O)O)n3cc(C(N)CC(C)C)nn3)CC2)nc(N2CCN(C(=O)[C@H](CCC(=O)O)n3cc(C(N)[C@H](C)CC)nn3)CC2)n1 (some centres not stated),-3%,-3,-12,-2%,5%,-14,4.1%,-2,-3
CCOC(=O)c1cc2sc(C)cc2n1CC(=O)Nc1ccc2c(c1)OCCO2,-16%,-12,-12,0%,-1%,.,2.8%,-3,1
Cc1ccc(-c2c3c(=O)n(C)c(=O)n(C)c3c3c(-c4cccc(C)c4)nc4ccccc4n23)cc1,6%,2,5,-3%,-6%,6,4.2%,-5,0
CCCCNC(=O)n1c(=O)oc2ccc(Cl)cc21,0%,7,12,3%,.,2,-1.6%,1,-2
CC(C)(C)NC(=O)C(c1ccccc1)N(Cc1ccco1)C(=O)c1csnn1 (configuration not stated),0%,-5,3,-10%,2%,-7,1.0%,-6,1
c1ccc(-c2nc3ccccc3c3nncn23)cc1,1%,-3,5,-3%,-14%,29,3.6%,-3,0
CCOc1ccc(-n2nc3ccc(NC(=O)Cc4ccccc4)cc3n2)cc1,-28%,2,6,-10%,0%,-7,16%,1,2
Cc1ccc(N(CC(=O)NC(C)(C)C)C(=O)CNC(=O)c2cccs2)c(C)c1,-4%,-12,2,2%,-3%,-1,3.6%,-4,0
O=C(NCc1ccc(Cl)cc1)c1ccc(CSc2nc3ccncc3[nH]2)cc1,0%,-5,-10,-1%,1%,-19,0.0%,6,1
Cc1ccc(OCCNC(=O)c2cncc(Br)c2)cc1C,5%,-3,1,-3%,-9%,-1,-0.3%,-3,3
Cc1ccc(NS(=O)(=O)c2cc(C(=O)N3CCOCC3)ccc2C)cc1C,-1%,-1,-15,-4%,0%,5,1.3%,-4,2
CC[C@]12c3[nH]c4ccc(Cl)cc4c3CCN1C(=O)[C@@H](CC(=O)NC(C)(C)C)C[C@@H]2C(=O)N1CCN(C(=O)c2ccco2)CC1,0%,-14,.,1%,1%,.,.,.,.
CCn1cc(C(=O)N2CCN(C(=O)c3ccco3)CC2)c2cc(OC)c(OC)cc2c1=O,0%,1,4,0%,.,9,2.1%,2,-3
O=c1cc(CN2CCN(Cc3ccccc3)CC2)c2cc(Cl)ccc2o1,1%,-5&-1,-6,-2%,-11%,-7,0.2%,0,0
Cc1ccc(-c2nnn(CC(=O)NC(=O)NC3CCCCC3)n2)cc1,-1%,0,5,2%,-14%,15,0.4%,-7,5
CCSC1=N/C(=C\c2ccc(OC)cc2)C(=O)N1,0%,-2,-11,5%,5%,12,0.7%,-5,3
CCOc1cc(/C=N/NC(=O)C(=O)Nc2cc(Cl)ccc2C)ccc1O,-10%,-8,-3,-2%,-25%,2,-1.1%,0,3
CC(=O)c1cc2c(cc1NC(=O)c1ccccc1C)OCO2,.,.,5,.,.,12,1.5%,14,0
O=C1N[C@H](Cc2ccccc2)COC(=O)[C@H](Cc2ccc(F)cc2)C/C=C\C[C@@H]1CC(=O)N(CCO)Cc1ccccc1,-6%,1,.,-4%,0%,.,.,.,.
COc1ccc(CN2CCCC(C(=O)N3CCc4ccccc4C3)C2)cc1OC (configuration not stated),2%,-21&-2,-3,-2%,-2%,-11,0.1%,-2,1
O=C1C=C(Nc2ccccc2)CC(c2ccccc2)C1 (configuration not stated),-16%,-2,23,-4%,-6%,-1,6.1%,2,-1
C=CCOc1ccc(CNc2ccc3[nH]c(=O)[nH]c3c2)cc1OCC,5%,41,9,4%,-2%,5,22%,0,7
Cn1c(=O)n(/N=C/c2ccccc2)c2ccccc21,2%,-4,-27,1%,-7%,.,1.6%,0,3
CC(C)CNC(=O)[C@H](Cc1ccccc1)NC(=O)c1cccs1,-2%,-7,3,-4%,-10%,-2,-1.8%,.,6
COc1ccc(-n2ncc3c(=O)n(Cc4c(F)cccc4Cl)cnc32)cc1,0%,1,0,0%,-8%,3,3.6%,-3,6
CCc1ccc(C2N3CC4(C)CN2CC(c2ccccc2)(C3)C4=O)cc1 (configuration not stated),2%,-1,10,-2%,2%,0,-0.2%,-2,0
COc1ccc(-c2noc(N3CCC(C(=O)NCCCN4CCC(C)CC4)CC3)n2)cc1,3%,1,-5,-5%,9%,-13,-2.5%,-13,12
c1cncc(-c2nc(NCC3CCCO3)c3ccccc3n2)c1 (configuration not stated),1%,-5,2,0%,-6%,-11,4.2%,-6,6
CCOCc1nnc(NC(=O)CSc2ccccc2)s1,0%,-3,8,0%,-6%,9,2.7%,0,0
Cc1cccc(NC(=O)CNC(=O)c2cc(S(=O)(=O)N(C)C)ccc2N2CCCC2)c1C,-1%,-1,.,-1%,-1%,.,.,.,.
Cn1c(SCc2ccc(Cl)cc2)nnc1-c1ccc2nonc2c1,1%,-9,-4,1%,1%,13,11%,-2,1
O=C(Nc1ccccc1C(F)(F)F)c1cc(-c2ccc3c(c2)OCCO3)on1,0%,-4,14,3%,-6%,-2,3.4%,1,0
Cc1ccc(NC(=O)CCCC(=O)OC(C)C(=O)c2ccccc2)cc1 (configuration not stated),2%,-5,-6,-3%,0%,5,0.5%,-3,0
N#CC1(NC(=O)Cn2ncc(Cl)c(Cl)c2=O)CCCCC1,?,-8,6,-15%,?,7,3.1%,2,4
Cc1ccc(C)c(S(=O)(=O)NCC(c2ccc3c(c2)OCO3)N2CCOCC2)c1 (configuration not stated),-1%,0,-1,-4%,3%,-17,-0.4%,6,2
CN1CC(=O)N(CC(=O)Nc2ccc(OC(F)(F)F)cc2)c2ccccc2C1=O,-1%,-2,-11,0%,3%,2,3.3%,0,1
CC(C)C(=O)NC(=S)N(Cc1ccccc1)Cc1ccccc1,-5%,0,-9,-1%,-9%,5,2.0%,-8,-1
C[C@]12c3[nH]c4cc(-c5ccco5)ccc4c3CCN1C(=O)[C@@H](CC(=O)NCC13CC4CC(CC(C4)C1)C3)C[C@@H]2C(=O)N1CCOCC1,-8%,-5,.,-1%,-15%,.,.,.,.
Cc1ccc(C(C(=O)NC(C)(C)C)N(CC2CCCO2)C(=O)c2csnn2)cc1 (configuration not stated),-5%,-9,2,1%,13%,10,-3.3%,3,1
CC(=O)C1C(c2ccc(F)cc2)NC(=O)NC1(O)C(F)(F)F (configuration not stated),1%,-3,7,-5%,-14%,-1,1.2%,-5,2
CCc1c(C)nc2ncnn2c1N1CCC(C(=O)Nc2ccc(C)cc2)CC1,0%,2,7,-4%,-13%,-5,-0.2%,-8,2
CCOC(=O)c1c(-c2ccc3ccccc3c2)csc1NC(=O)CCCC(=O)O,1%,0,-56*,2%,3%,2,-1.3%,-7,18
CC1CCCC(C)N1c1nnc(N)s1 (configuration not stated),-1%,0,2,0%,3%,1,8.9%,-7,0
Cc1ccc(C(=O)OCn2nnc3ccccc3c2=O)cc1[N+](=O)[O-],4%,-13,5,-1%,2%,9,4.7%,3,2
COc1ccc(C(=O)NN(C)c2nc(-c3ccccc3)nnc2C(F)(F)F)cc1,1%,-4,-5,-1%,5%,-5,-0.9%,1,5
Cc1ccccc1C(=O)NCCNc1ccc([N+](=O)[O-])cc1,-1%,0,.,-7%,-5%,0,0.1%,-7,3
Cc1c(NC(=O)Cn2nc(C(F)(F)F)c3c2CCCC3)c(=O)n(-c2ccccc2)n1C,2%,-2,9,-6%,-1%,7,0.7%,-2,0
O=C(/C=C/Nc1ccccc1OC(F)(F)F)C(F)(F)F,2%,-4,-3,-6%,-4%,8,1.4%,-1,5
CSc1nc(O)c(C(c2ccc(OC(C)C)cc2)c2c(O)nc(SC)[nH]c2=O)c(=O)[nH]1,-2%,-2,.,-2%,-9%,.,.,.,.
O=C(NCCC(=O)N1CCc2ccccc21)c1ccccc1Cl,-3%,-14,-11,2%,-14%,19,3.8%,-9,-1
